S-ASM inh – human S-ASM enzyme inhibition | P17405 | placental ASM, HMU-PC fluorogenic substrate, 60 min | Potency, µM (doses to about 57.5 µM), for the others: at the highest dose activity change, negative = inhibition, usual class: inhibitors | actives 0.006% (n = 340,000); note: potency is the fitted concentration of half-maximal effect
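Fluorogenic HMU-PC substrate (9 uM final) is turned over by placental ASM in 60 min at 37 C after a 10 min compound preincubation. Reaction ended by alkaline stop (pH 10), with fluorescence read at 386/447 nm.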
PTAP TSG101 blk – blocks PTAP/TSG101 interaction to inhibit HIV-1 budding. 340,000 tested, under 10 active. Potency, µM (highest dose often 115 µM), for inactives: top-dose activity change, negative = inhibition, actives largely listed as inhibitors. Fluorescence polarization, FITC-PTAP peptide / Tsg101 binding. AID 493005. Q99816; active = well fitted inhibition curve with a large enough effect in the main read-out, with a control signal flat, not every such curve was filed as active; inconclusive = small, poorly fitted or top-dose-only effect, or effect the other way, or a change in a side signal; inactive = no such curve, though single readings can be large or run the other way; note: potency is the fitted concentration of half-maximal effect; % of control where 0% means no effect
Target sequence (Q99816 whole entry, looked up): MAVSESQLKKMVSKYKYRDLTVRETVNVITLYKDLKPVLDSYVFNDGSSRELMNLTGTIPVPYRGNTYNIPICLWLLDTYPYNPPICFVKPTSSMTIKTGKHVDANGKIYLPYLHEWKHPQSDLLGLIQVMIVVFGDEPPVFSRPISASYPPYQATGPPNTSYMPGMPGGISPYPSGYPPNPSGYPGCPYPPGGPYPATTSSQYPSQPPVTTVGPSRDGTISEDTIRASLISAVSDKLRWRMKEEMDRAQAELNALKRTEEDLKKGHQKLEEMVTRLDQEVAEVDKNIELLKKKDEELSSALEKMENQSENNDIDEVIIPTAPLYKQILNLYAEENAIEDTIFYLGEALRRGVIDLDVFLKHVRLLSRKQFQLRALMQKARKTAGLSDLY
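Compounds were pin-transferred onto Tsg101 binding domain (10 uM final) in HEPES pH 7.5 buffer, then FITC-PTAP peptide was added at 50 nM final. After 20 min at RT, polarization reported peptide displacement across a qHTS concentration series.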
Integrin act MD – integrin-mediated muscular dystrophy alleviation activation; alpha7betagal myoblasts, beta-gal FDG fluorescence, 48 h; Potency, µM (titrated, usually from 38.3 µM), without a hit: at the highest dose activation, hits mostly activators; actives 0.064% (n = 350,000);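 note: potency is the fitted concentration of half-maximal effect; 100% = response of the positive control SU9516; nearly all actives have a fitted effect of over 60% in size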
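alpha7betagal+/- myoblasts (passage 13, 250/well) treated 48 h at 37C with compounds at 1:260 dilution of DMSO stock. Lysed, then beta-galactosidase activity read as FDG fluorescence (ex 480/em 540) after 30 min, with pre-read for autofluorescence.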
Eya2 inh – blocks the phosphatase activity of human Eya2 | O00167 | recombinant Eya2, OMFP fluorescence dephosphorylation (OMFP is methylfluorescein phosphate) | Potency, µM (highest dose often 76.9 µM), without a hit: at the top dose activity, negative = inhibition, most hits filed as inhibitors | actives 0.006% (n = 330,000); note: potency is the fitted concentration of half-maximal effect; % is set by controls: 0 for no effect and ±100 for the full control effect
Target sequence (O00167 whole entry, looked up): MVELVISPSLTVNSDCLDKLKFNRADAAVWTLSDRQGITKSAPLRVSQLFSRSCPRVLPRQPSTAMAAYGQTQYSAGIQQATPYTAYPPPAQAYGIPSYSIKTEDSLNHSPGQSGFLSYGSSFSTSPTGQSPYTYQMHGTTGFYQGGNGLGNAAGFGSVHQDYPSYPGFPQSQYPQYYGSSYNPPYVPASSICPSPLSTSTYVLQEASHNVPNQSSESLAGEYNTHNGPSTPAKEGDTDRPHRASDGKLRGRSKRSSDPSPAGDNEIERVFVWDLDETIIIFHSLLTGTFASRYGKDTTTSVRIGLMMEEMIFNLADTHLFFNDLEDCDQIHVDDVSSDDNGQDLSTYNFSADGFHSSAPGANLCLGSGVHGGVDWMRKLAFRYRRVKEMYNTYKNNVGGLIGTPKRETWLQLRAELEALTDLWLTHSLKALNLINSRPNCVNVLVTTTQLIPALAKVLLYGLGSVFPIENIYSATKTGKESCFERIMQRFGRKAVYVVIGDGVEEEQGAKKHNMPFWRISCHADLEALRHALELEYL
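Eya2 (0.2 uM) preincubated 10 min at ambient with compound, then OMFP substrate added at 50 uM; 10 min reaction in 50 mM HEPES pH 7.5, 50 mM NaCl, 5 uM MgCl2, 0.05% BSA, 1 mM DTT. Fluorescence read at Ex 485/Em 525 nm.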
BRCA1 expr act – BRCA1 expression activation; MCF7-BRCA1-FFLuc reporter, luminescence, 48 h; response scale: scaled: vehicle 0%, 10 µM genistein 100%; Potency, µM (titrated, usually from 46.1 µM), for inactives: at the top dose activation, most hits filed as activators; actives 1.1% (n = 380,000); AID 624202; note: potency is the fitted concentration of half-maximal effect; nearly all actives have a fitted effect of over 80% in size; some results filed as inactive show a strong effect at the top dose
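Cells: MCF7-BRCA1-FFLuc, 2000/well. Exposure: 48 h, 37 °C, 5% CO2. Read: luminescence, 15 min post-substrate. Controls: genistein 10 microM (maximal activation), DMSO (neutral).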
TRPV1 ag – human TRPV1 agonism | Q8NER1 | TRPV1-expressing cells, Fluo-8 calcium influx, agonist mode | activation, % at 8.33 µM | actives 0.19% (n = 320,000); in the data active = activation above about 80%; inconclusive = between about 30% and that limit; note: 0% is about no effect
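Fluo-8 calcium influx in TRPV1-expressing cells, kinetic read (ex 480/em 520 nm). Compound added and read 3 min for agonist activity, followed by capsaicin at EC20 final and 2 min further read for enhancement.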
B2AR arrestin – recruits beta-arrestin to the human beta2-adrenergic receptor; P07550; beta-arrestin recruitment to beta2AR, cell-based reporter; Potency, µM (top dose mostly 46.1 µM), for inactives: at the top dose activation, usual class: activators; actives 0.02% (n = 330,000); AID 492947;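 note: potency is the fitted concentration of half-maximal effect; 0% = DMSO controls and full agonism = EC100 isoproterenol or metaproterenol; nearly all actives have a fitted effect of over 65% in size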
p53 reactivation – mutant p53 re-activation in reporter cells; actives 0.063% (n = 320,000); H1299 p53-A138V BP100-luciferase reporter, luminescence, 24 h; Potency, µM (doses to about 92.2 µM), without a hit: at the top dose activity change, positive = activation, actives largely listed as activators; note: potency is the fitted concentration of half-maximal effect; % of control where 0% means no effect; nearly all actives have a fitted effect of over 45% in size
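p53-null H1299 cells stably carrying temperature-sensitive p53-A138V and a BP100-luciferase reporter were pinned with compounds (4-point, 1:5 series) and held 24 hrs at 37 deg C. Luminescence was read 10 min after detection reagent.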
USP2a inh – USP2a (human) protease inhibition. AID 463254. actives 0.01% (n = 330,000). O75604. Potency, µM (top dose mostly 38.3 µM), without a hit: at the highest dose activity change, negative = inhibition, hits mostly inhibitors. USP2 core, Ub-CHOP2 coupled fluorogenic reporter, 485/531;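 note: potency is the fitted concentration of half-maximal effect; plate controls were DMSO wells for no effect and full inhibition by NEM control for full effect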
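Deubiquitinase activity read as fluorescence (485/531 nm) after Ub-CHOP2 cleavage activates the enterokinase reporter on its substrate; USP2 core 10nM, Ub-CHOP2 and substrate 25nM each, 30min compound preincubation then 60min RT; data normalized to NEM, curves fitted.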
ELG1 genotoxic – inducers of genotoxicity in HEK293T ELG1-luciferase cells. HEK293T ELG1-luciferase reporter, luminescence, 16 h. Potency, µM (highest dose often 46 µM), for the others: at the highest dose activity change, positive = activation, usual class: activators. actives 1.3% (n = 330,000). AID 504466; note: potency is the fitted concentration of half-maximal effect; % of control where 0% means no effect; nearly all actives have a fitted effect of over 60% in size
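Reporter readout depends on ELG1 protein level, which increases with genetic stress. After 16 hr compound exposure at 37 °C, luciferase activity was quantified using ONE-Glo.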
uPA generation – cell surface uPA generation inhibition; cell surface uPA generation assay, qHTS; Potency, µM (top dose mostly 38.3 µM), for the others: top-dose activity change, negative = inhibition, hits mostly inhibitors; actives 0.31% (n = 330,000); AID 540303; active = well fitted inhibition curve with a large enough effect; inconclusive = small, poorly fitted or top-dose-only effect; inactive = no such curve, though single readings can be large or run the other way; tested in mouse RAW 264.7 cells; note: potency is the fitted concentration of half-maximal effect; % is set by controls: 0 for no effect and ±100 for the full control effect; nearly all actives have a fitted effect of over 55% in size
* marks the source's active call; other numbers are inactive results; ? = inconclusive; / = no result given; [ ] = another dose, or the depositor's remark. Unless noted, calls come from the whole dose curve; as a rule, active = well fitted curve in the direction sought with a large enough effect; inconclusive = small, poorly fitted or top-dose-only effect, or another doubt; inactive = no such curve, though single readings can be large; an effect the other way counts as inactive or inconclusive.

The first seven compounds, ahead of the listing:
SMILES	S-ASM inh	PTAP TSG101 blk	Integrin act MD	Eya2 inh	BRCA1 expr act	TRPV1 ag	B2AR arrestin	p53 reactivation	USP2a inh	ELG1 genotoxic	uPA generation
CC(C)C[C@H]1CNC(=S)N1CC1CCCN1C[C@H](CC(C)C)N1C[C@H](Cc2ccc(O)cc2)N(CC2CCCCC2)C1=S (stereo partly drawn)	?	-6%	-6%	/	-65%	/	/	/	/	/	?
O=C1CC(C(=O)Nc2cccc(F)c2)n2c(nc3ccccc32)N1 (stereo not drawn)	8%	-3%	12%	2%	13%	0	-0.2%	-4%	7%	0%	5%
O.O.O.O=S(=O)([O-])OC[C@H]1O[C@@H](O[C@]2(COS(=O)(=O)[O-])O[C@H](OS(=O)(=O)[O-])[C@@H](OS(=O)(=O)[O-])[C@@H]2OS(=O)(=O)[O-])[C@H](OS(=O)(=O)[O-])[C@@H](OS(=O)(=O)[O-])[C@@H]1OS(=O)(=O)[O-].[Al]	/	/	/	2%	/	0	-0.4%	2%	-1%	2%	/
O=C(O)c1ccc(NC(=O)c2cn(-c3ccccc3)nc2-c2ccc(Cl)cc2)cc1	-23%	-7%	-7%	-14%	-2%	10	0.0%	3%	-1%	-1%	-2%
CCNCCC(CCC(C)C)c1ccc2c(c1)OCO2 (stereo not drawn)	-1%	-5%	-49%[inhibitor]	16%	-31%	-10	-0.8%	-6%	8%	-3%	-5%
CSCCC(NS(=O)(=O)c1cccc(C(F)(F)F)c1)C(=O)N(C)CCOc1ccc(Cl)cc1 (stereo not drawn)	/	-3%	-42%	-20%	-77%	18	0.0%	-5%	-9%	-7%	?
CCOc1cc(NC(=O)c2ccccn2)c(OCC)cc1NC(=O)c1ccc(C)cc1	9%	3%	24%	3%	-25%	5	-0.3%	-3%	1%	3%	6%

The whole of this part, previewed entries included:
SMILES	S-ASM inh	PTAP TSG101 blk	Integrin act MD	Eya2 inh	BRCA1 expr act	TRPV1 ag	B2AR arrestin	p53 reactivation	USP2a inh	ELG1 genotoxic	uPA generation
CC(C)C[C@H]1CNC(=S)N1CC1CCCN1C[C@H](CC(C)C)N1C[C@H](Cc2ccc(O)cc2)N(CC2CCCCC2)C1=S (stereo partly drawn)	?	-6%	-6%	/	-65%	/	/	/	/	/	?
O=C1CC(C(=O)Nc2cccc(F)c2)n2c(nc3ccccc32)N1 (stereo not drawn)	8%	-3%	12%	2%	13%	0	-0.2%	-4%	7%	0%	5%
O.O.O.O=S(=O)([O-])OC[C@H]1O[C@@H](O[C@]2(COS(=O)(=O)[O-])O[C@H](OS(=O)(=O)[O-])[C@@H](OS(=O)(=O)[O-])[C@@H]2OS(=O)(=O)[O-])[C@H](OS(=O)(=O)[O-])[C@@H](OS(=O)(=O)[O-])[C@@H]1OS(=O)(=O)[O-].[Al]	/	/	/	2%	/	0	-0.4%	2%	-1%	2%	/
O=C(O)c1ccc(NC(=O)c2cn(-c3ccccc3)nc2-c2ccc(Cl)cc2)cc1	-23%	-7%	-7%	-14%	-2%	10	0.0%	3%	-1%	-1%	-2%
CCNCCC(CCC(C)C)c1ccc2c(c1)OCO2 (stereo not drawn)	-1%	-5%	-49%[inhibitor]	16%	-31%	-10	-0.8%	-6%	8%	-3%	-5%
CSCCC(NS(=O)(=O)c1cccc(C(F)(F)F)c1)C(=O)N(C)CCOc1ccc(Cl)cc1 (stereo not drawn)	/	-3%	-42%	-20%	-77%	18	0.0%	-5%	-9%	-7%	?
CCOc1cc(NC(=O)c2ccccn2)c(OCC)cc1NC(=O)c1ccc(C)cc1	9%	3%	24%	3%	-25%	5	-0.3%	-3%	1%	3%	6%
CCOC(=O)[C@H]1[C@H]2COc3cc(OC)ccc3[C@@H]2N2C(=O)c3cc(F)ccc3NC(=O)[C@@]12C	0%	/	22%	-15%	0%	?	-1.4%	0%	0%	3%	12%
Cc1ccc(-c2c(C#N)c(N)n3c(nc4ccccc43)c2C#N)cc1	67%[activator]	-1%	-27%	12%	-86%	-3	0.1%	14%	1%	-28%	-10%
COc1ccc(OC)c(S(=O)(=O)N2CCc3ccccc3C2)c1	-2%	-3%	-19%	7%	13%	23	0.6%	-4%	-1%	-8%	-1%
Cc1ccc(-n2ncc3c(=O)[nH]c(SCC(=O)N4CCCCC4)nc32)cc1	-1%	-5%	-3%	18%	2%	-1	0.0%	9%	1%	-4%	-21%
O=C1CCCC(O)=C1C=Nc1cccc(C(F)(F)F)c1	-2%	-2%	9%	-2%	-3%	-1	-1.7%	1%	-1%	0%	12%
Cn1cccc1/C=C1\SC(=O)N(CC(=O)Nc2ccc(Cl)cc2)C1=O	4%	0%	24%	1%	-29%	/	-0.7%	0%	3%	-5%	5%
Cc1nc([N+](=O)[O-])cn1CCC#N	0%	-6%	29%	5%	1%	-7	-0.4%	-5%	-2%	-1%	3%
CCOP(=O)(OCC)C(NC(C)=O)C(=O)c1ccccc1 (stereo not drawn)	-2%	-11%	24%	-8%	6%	4	0.0%	15%	-3%	5%	-31%
O=C(O)C1CCCN1c1ncccc1[N+](=O)[O-] (stereo not drawn)	6%	-2%	-18%	-22%	0%	-2	-0.1%	-2%	-2%	0%	5%
COc1ccc(-n2nc3cc(C)c(NC(=O)c4cccnc4)cc3n2)cc1	19%	-2%	19%	7%	14%	-1	0.2%	28%	0%	?	6%
COC(=O)c1ccc(/C=N/Nc2nc(N3CCCCC3)nc(N3CCCCC3)n2)cc1	-2%	25%	2%	15%	-5%	1	0.0%	2%	4%	12%	-1%
O=C(/C=C/c1ccc(Br)cc1)N1CCN(c2cccc(C(F)(F)F)c2)CC1	-20%	1%	5%	-1%	-16%	-8	0.4%	28%	-1%	7%	?
Cc1noc(C)c1C(=O)Nc1ccccc1C(=O)NCCc1ccccc1	1%	-11%	9%	0%	-4%	9	-0.7%	-8%	0%	-6%	0%
COc1ccccc1-c1cc(C(F)(F)F)nc(S(=O)(=O)CCCC(=O)Nc2cccnc2Cl)n1	53%[activator]	-3%	-72%[inhibitor]	2%	-45%	?	0.0%	-18%	0%	-11%	3%
COC(=O)c1c(C)[nH]c(C(=O)C(C)OC(=O)C2CC(=O)N(c3ccc(C)cc3)C2)c1C (stereo not drawn)	-8%	0%	3%	-8%	2%	7	0.4%	14%	-4%	1%	9%
CCn1c(SCC(=O)NCc2ccccc2)nnc1-c1ccccc1O	2%	-7%	-14%	9%	-4%	-1	-0.2%	-4%	3%	-8%	5%
Cc1nc2ccccn2c1C(=O)NN	3%	-2%	22%	-1%	-11%	-2	-0.4%	-16%	-2%	1%	5%
O=C(Nc1ccc2c(c1)CCC2)Nc1ccc2c(c1)OCO2	5%	-5%	12%	2%	?	26	0.1%	20%	-8%	?	0%
COC(C[C@H]1O[C@@H]1C(=O)COCc1ccccc1)OC	2%	2%	13%	/	-13%	/	/	/	/	/	-5%
COC(=O)c1cc(NC(=O)CN2C(=O)CSC2=O)ccc1Cl	4%	-4%	-16%	2%	0%	4	-0.5%	-7%	3%	1%	2%
CC(Oc1cccc(F)c1)c1ccnc2nc(/N=C/N(C)C)nn12 (stereo not drawn)	12%	-1%	11%	-11%	0%	6	0.1%	-6%	2%	6%	-7%
Cc1cccc(S(=O)(=O)NNC(=O)c2sc(C)nc2C)c1	3%	-4%	11%	-14%	-14%	-5	-0.9%	-1%	4%	-2%	-2%
COc1ccc(N(C(=O)Cn2nnc3ccccc32)C2(C(=O)NC3CCCC3)CCCCC2)cc1	3%	-4%	22%	?	-4%	/	-0.2%	-1%	-1%	-1%	-23%
COc1ccc(C2NC(=O)N(C)C3=C2C(=O)CC(C)(C)C3)cc1OC (stereo not drawn)	5%	-1%	2%	7%	4%	1	-1.0%	-2%	0%	2%	15%
CCOC(=O)CNC(=O)c1ccc2[nH]c3c(c2c1)CCCC3	3%	1%	13%	12%	-6%	10	0.4%	21%	-2%	4%	-21%
CCCCn1c(SCC(=O)NC(=O)NCc2ccco2)nc2cc(S(N)(=O)=O)ccc21	-4%	-8%	-12%	17%[15.4 µM]	7%	-3	-0.2%	0%	4%	-1%	3%

Screens as filed in PubChem.
